High-throughput results: PubChem BioAssay, several laboratories
DNMT1 block – human DNMT1 methyltransferase inhibitors, primary screen, biochemical, molecular beacon, fluorescence, HinP1I cleavage, uHTS | 0.83% of 360,000 active | inhibition (reported as % activation of signal), % at 10 µM | DNA (cytosine-5)-methyltransferase 1 (Homo sapiens), P26358 | AID 588458, 2011; in the data active = inhibition above about 50%
SUMO1-SIM PPI – modulators of SUMO1 protein-protein interactions, primary screen, biochemical, uHTS | inhibition, % at 20 µM | SUMO1 binding to a labelled peptide, TR-FRET, 1 h | 0.33% of 360,000 active | Small ubiquitin-related modifier 1 (Homo sapiens), P63165 | AID 602429, 2012; in the data active = inhibition above about 37%
CSN deneddyl inh – inhibitors of CSN-mediated cullin deneddylation, primary screen, biochemical, fluorescence polarization, uHTS. Purified CSN, SCF-Nedd8-OG deneddylation. COP9 signalosome complex subunit 5 (Homo sapiens), Q92905. inhibition, % at 12.5 µM. AID 651999, 2013. 0.38% of 360,000 active;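 active = pattern-corrected inhibition above about 35%, with an unprinted fluorescence ratio check between 0.5 and 1.5, limit read from the data, passing the limit was not always enough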;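 also: 0% = enzyme with substrate and 100% = substrate without enzyme; some results filed as inactive read as strong as hits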
Target sequence (Q92905 whole entry, looked up, one chain of several): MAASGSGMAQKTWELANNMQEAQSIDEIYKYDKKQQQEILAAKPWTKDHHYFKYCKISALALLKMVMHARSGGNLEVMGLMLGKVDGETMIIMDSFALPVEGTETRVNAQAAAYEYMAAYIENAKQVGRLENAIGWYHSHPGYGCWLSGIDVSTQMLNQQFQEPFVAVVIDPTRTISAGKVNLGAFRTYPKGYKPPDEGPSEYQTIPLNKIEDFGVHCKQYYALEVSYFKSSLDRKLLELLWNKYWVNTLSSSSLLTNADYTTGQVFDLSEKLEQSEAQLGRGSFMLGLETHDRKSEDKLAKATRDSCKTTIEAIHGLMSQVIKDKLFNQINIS
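Assay system: purified human Csn5 enzyme expressed in HEK293T cells; Input: 0.24 nM Csn5 enzyme, final concentration; Reagent: 10 nM SCFSkp2-Nedd8OG; Compound dosing: 12.5 µM single point; Times: reaction 90 min, room temperature; Technique: fluorescence polarization readout.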
LMPTP block – LMPTP phosphatase inhibitors, primary screen, biochemical, fluorescence intensity, uHTS. recombinant LMPTP-A, OMFP fluorogenic substrate. inhibition, % at 20 µM. 0.22% of 360,000 active. AID 651560, 2012;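 active = compounds that cut the enzyme signal by at least half of the control window in the single-dose screen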;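 also: plate controls were DMSO wells with enzyme plus substrate for no effect and substrate without enzyme for full effect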
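Test system – LMPTP-A phosphatase enzyme · Quantity – 0.625 nM LMPTP-A final · Reagent – OMFP substrate, 400 µM final · Dosing – one test concentration per compound, 20 µM, with 3% DMSO overall · Timing – 50 min enzyme reaction at room temperature, protected from light · Detection – fluorescence intensity · Controls – substrate-only low control, DMSO enzyme-plus-substrate high control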
PABP1 MLLE inh – inhibitors of PABP1 MLLE–PAM2 peptide binding, primary screen, biochemical, fluorescence polarization, FITC-PAM2, GST-MLLE | 0.36% of 360,000 active | Polyadenylate-binding protein 1 (Homo sapiens), P11940 | inhibition, % at 20 µM; in the data active = inhibition above about 35%, passing the limit was not always enough;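 also: plate controls were DMSO wells with GST-MLLE for no effect and wells lacking GST-MLLE protein for full effect; some results filed as inactive read as strong as hits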
Target sequence (P11940 whole entry, looked up): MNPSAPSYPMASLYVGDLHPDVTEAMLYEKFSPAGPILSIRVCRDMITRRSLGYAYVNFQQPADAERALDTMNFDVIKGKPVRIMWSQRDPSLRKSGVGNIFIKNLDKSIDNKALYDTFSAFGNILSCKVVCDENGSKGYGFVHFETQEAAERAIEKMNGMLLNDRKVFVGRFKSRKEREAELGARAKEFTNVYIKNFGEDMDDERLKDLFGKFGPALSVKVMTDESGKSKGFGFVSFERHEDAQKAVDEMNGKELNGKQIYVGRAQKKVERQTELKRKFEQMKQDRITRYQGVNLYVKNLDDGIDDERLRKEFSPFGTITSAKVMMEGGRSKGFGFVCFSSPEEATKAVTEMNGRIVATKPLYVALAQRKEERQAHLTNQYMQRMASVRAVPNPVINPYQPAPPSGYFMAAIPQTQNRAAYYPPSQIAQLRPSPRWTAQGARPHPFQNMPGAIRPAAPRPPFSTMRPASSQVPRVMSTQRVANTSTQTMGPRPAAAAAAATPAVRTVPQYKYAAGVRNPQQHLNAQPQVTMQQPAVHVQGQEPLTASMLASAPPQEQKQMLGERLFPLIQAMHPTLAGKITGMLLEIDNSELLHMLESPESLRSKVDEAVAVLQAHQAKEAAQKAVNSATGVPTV
NadD inh – inhibitors of S. aureus NadD, primary screen, biochemical, colorimetric, uHTS | Nicotinate-nucleotide adenylyltransferase NadD (Staphylococcus aureus N315) | purified NadD enzyme, colorimetric absorbance read-out | inhibition, % at 20 µM | 0.78% of 360,000 active | AID 602399, 2012; in the data active = inhibition above about 26%; also: some compounds past the cut are filed as inactive
Scp-1 inhibitor – Scp-1 phosphatase inhibitors, primary screen, biochemical, colorimetric, uHTS; Carboxy-terminal domain RNA polymerase II polypeptide A small phosphatase 1 (Homo …; Recombinant Scp1, phosphopeptide, malachite green phosphate absorbance; inhibition, % at 20 µM; 0.88% of 340,000 active;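 active = inhibition above about 50% at 20 µM, limit read from the data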;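 also: plate controls were DMSO wells with enzyme for no effect and wells lacking enzyme for full effect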
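Material: truncated SCP-1 phosphatase (76-261aa) / Buffer or medium: 50 mM Tris acetate pH 5.5, 0.005% Tween-20, 10 mM MgCl2 / Compound dosing: one concentration, 20 µM, with 1.0% DMSO / Incubation: 45 min room-temperature reaction, 5 min colour, 30 min stabiliser / Detection: colorimetric free-phosphate detection, absorbance 630 nm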
TbMetRS inhib – T. brucei MetRS inhibitors, primary screen, biochemical, luminescence | methionyl-tRNA synthetase (Trypanosoma brucei brucei) | purified T. brucei MetRS, ATP depletion, Kinase-Glo luminescence | inhibition, % at 11.9 µM | 0.4% of 360,000 active;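 active = inhibition above a per-plate cutoff of the control wells' mean inhibition plus 3 SD, cut at about 5.5% in these data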;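 also: 0% = DMSO wells median and 100% = median of wells with control inhibitor compound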
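Assay system: T. brucei methionyl-tRNA synthetase, purified | Medium: HEPES buffer with MgCl2, KCl, DTT, spermine, BSA, pyrophosphatase | Compound: 11.9 µM single point | Incubation: 15 min enzyme-compound preincubation, 2 h reaction, 10 min detection, 25 °C | Measured by: Kinase-Glo luciferase luminescence reporting remaining unconsumed ATP | Measure: % inhibition normalized to control-well medians | Replication: Singlicate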
STEP block – STEP phosphatase inhibitors, primary screen, biochemical, fluorescence intensity, uHTS | Tyrosine-protein phosphatase non-receptor type 5 (Homo sapiens), P54829 | recombinant STEP, OMFP fluorogenic substrate | inhibition, % at 20 µM | 0.25% of 360,000 active;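 active = inhibition at 20 µM, scaled per plate between control wells, above about 37%, limit read from the data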;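 also: 0% = DMSO with enzyme and substrate and 100% = substrate only without enzyme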
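System: isolated STEP enzyme; schedule: 20 min enzyme reaction at room temperature, protected from light; medium: Bis-Tris buffer pH 6.0, 2.5 mM DTT, 0.005% Tween 20; signal: fluorescence, 480/540 nm; dosing: single compound dose of 20 µM, 1% DMSO final; also added: OMFP substrate, 25 µM final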
Rpn11 block – Rpn11 (PSMD14) deubiquitinase inhibitors, primary screen, biochemical, fluorescence polarization, uHTS | 26S proteasome non-ATPase regulatory subunit 14 (Homo sapiens), O00487 | human 26S proteasome, Ub4-pepOG fluorescence polarization; 20S core pre-blocked with epoxomicin | 0.59% of 360,000 active | calls only at 20 µM;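 active = inhibition at 20 µM, scaled to each plate's controls, above about 33%, limit read from the data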
* = called active by the depositor; i = inactive; nt = not tested or not shown.

1. CCOc1ccc(CCNC(=O)COC(=O)c2nc3nc(C)cc(C)n3n2)cc1OCC
2. O=c1c2c3nc4ccccc4nc3n(/N=C/c3ccccn3)c2ncn1-c1ccccc1
3. Cc1cc(C)cc(NC(=O)c2ccc(NC(=O)c3ccco3)cc2)c1
4. O=C(Nc1ccc(-c2nc3ccccc3o2)c(O)c1)c1cc(-n2cnnc2)ccc1Cl
5. CCOc1ccc(CCNC(=O)CS(=O)Cc2nc(-c3ccc(C)cc3)oc2C)cc1 (stereo not drawn)
6. CCCC(c1nnnn1C(C)(C)C)N1CCN(c2ccccc2)CC1 (stereo not drawn)
7. CC(C)(C#N)C(C)(C)c1nn[nH]n1
8. N#CC1=C(N)Oc2cc(N)ccc2C1C1CCCCC1 (stereo not drawn)

compound no.	1	2	3	4	5	6	7	8
DNMT1 block	3.5	28.0	-3.8	-14.2	-0.3	-0.7	5.0	-21.0
SUMO1-SIM PPI	0.5	10.5	2.9	2.0	-0.4	-1.7	-2.2	-0.3
STEP block	-2.1	3.6	-0.7	1.5	0.2	8.0	-0.2	-1.0
NadD inh	1.5	1.1	-5.1	29.6*	5.6	-1.7	-2.2	8.4
Rpn11 block	i	i	i	i	i	i	i	i
Scp-1 inhibitor	0.6	36.5	-10.5	0.4	-5.3	-6.0	-1.8	0.4
CSN deneddyl inh	4.5	27.9	-1.3	3.5	-1.5	5.9	-2.0	2.3
TbMetRS inhib	-0.6	-1.0	-0.2	-0.2	-0.6	-0.1	-0.7	-0.2
LMPTP block	-1.2	3.9	2.5	5.1	-1.4	1.3	-1.6	0.9
PABP1 MLLE inh	-5.9	-10.9	-4.7	-36.8	12.3	-3.3	3.0	-12.7

9. CCOC(=O)C(C)n1nc(-c2ccccc2)c2ccccc2c1=O (stereo not drawn)
10. COc1ccc(OC)c(NC(=O)Nc2c(O)ccc3ccccc23)c1
11. CCS(=O)(=O)Nc1cccc(-c2nc3cccnc3s2)c1
12. COc1cccc(C(=O)Nc2c3c(nn2-c2ccc(Cl)cc2)CS(=O)(=O)C3)c1OC
13. CCn1c2ccc(F)cc2c2nnc(SCCN3CCCCC3)nc21
14. Cc1cc(C)nc(SCC(=O)N/N=C/c2cccnc2)n1
15. Cc1c(N=C2SCC(=O)N2/N=C\c2ccc(Br)cc2)c(=O)n(-c2ccccc2)n1C
16. O=C(O)CCCn1cc(NC(=O)c2c(F)cccc2F)cn1

compound no.	9	10	11	12	13	14	15	16
DNMT1 block	0.7	2.9	-3.4	0.2	2.3	-0.2	-1.0	0.6
SUMO1-SIM PPI	-4.5	-5.9	-17.1	-0.4	-16.8	-11.5	0.2	-1.2
STEP block	-2.2	-2.7	0.7	1.0	-1.6	-1.5	2.1	-2.3
NadD inh	4.6	-2.9	0.6	-2.1	-4.1	0.1	2.9	-1.5
Rpn11 block	i	i	i	i	i	i	i	i
Scp-1 inhibitor	-9.6	-22.6	-12.6	-6.3	-4.5	-5.0	-3.2	-9.1
CSN deneddyl inh	4.7	-1.5	5.5	-1.4	-3.0	7.5	0.7	-3.8
TbMetRS inhib	0.6	0.2	-0.2	0.6	-0.5	0.0	0.0	-0.8
LMPTP block	0.1	0.8	1.1	0.8	3.2	-1.0	0.0	-0.3
PABP1 MLLE inh	10.9	-0.2	-10.7	1.1	29.6	12.0	-5.4	0.3

Some of these compounds in order of their number in CSN deneddyl inh, highest first.
| no. | smiles | DNMT1 block | SUMO1-SIM PPI | STEP block | NadD inh | Rpn11 block | Scp-1 inhibitor | CSN deneddyl inh | LMPTP block | PABP1 MLLE inh |
| --- | --- | --- | --- | --- | --- | --- | --- | --- | --- | --- |
| 11 | CCS(=O)(=O)Nc1cccc(-c2nc3cccnc3s2)c1 | -3.4 | -17.1 | 0.7 | 0.6 | i | -12.6 | 5.5 | 1.1 | -10.7 |
| 12 | COc1cccc(C(=O)Nc2c3c(nn2-c2ccc(Cl)cc2)CS(=O)(=O)C3)c1OC | 0.2 | -0.4 | 1.0 | -2.1 | i | -6.3 | -1.4 | 0.8 | 1.1 |
| 13 | CCn1c2ccc(F)cc2c2nnc(SCCN3CCCCC3)nc21 | 2.3 | -16.8 | -1.6 | -4.1 | i | -4.5 | -3.0 | 3.2 | 29.6 |

NadD inh, hit marks shown above.
No. | structure | DNMT1 block | SUMO1-SIM PPI | STEP block | NadD inh | Rpn11 block | Scp-1 inhibitor | CSN deneddyl inh | LMPTP block | PABP1 MLLE inh
4 | O=C(Nc1ccc(-c2nc3ccccc3o2)c(O)c1)c1cc(-n2cnnc2)ccc1Cl | -14.2 | 2.0 | 1.5 | 29.6* | i | 0.4 | 3.5 | 5.1 | -36.8

(more compounds)
17. CC(=O)Nc1ccc(C(=O)OCC(=O)Nc2ccccc2Sc2ccccc2)cc1
18. CCCCC(=O)Nc1cc(C)c2c(=O)oc3ccccc3c2n1
19. CC1(C)CC(=O)C(C=NC(CCC(N)=O)C(=O)O)=C(O)C1 (stereo not drawn)
20. Cc1ccc(NCc2nnc(SCC(=O)NCc3ccco3)n2CC2CCCO2)c(C)c1 (stereo not drawn)
21. Cc1ccc(C(=O)COC(=O)CNC(=O)Cc2ccccc2)cc1
22. COc1ccccc1NC(=O)Nc1nc(C(N)Cc2ccc(Cl)cc2)cs1 (stereo not drawn)
23. CN(C)S(=O)(=O)c1cccc(NC(=O)COC(=O)c2c[nH]c(=O)[nH]c2=O)c1
24. COc1ccc([C@@H]2CC(=O)c3c(O)cc(O[C@@H]4OC(CO[C@@H]5OC(C)[C@H](O)[C@H](O)C5O)[C@@H](O)[C@@H](O)C4O)cc3O2)cc1O (stereo partly drawn)

compound no.	17	18	19	20	21	22	23	24
DNMT1 block	-1.6	0.3	4.3	0.1	0.6	-30.9	0.4	4.2
SUMO1-SIM PPI	3.0	-7.6	3.3	0.3	2.5	-53.8	-3.7	-5.9
STEP block	-11.7	2.8	-1.8	-1.6	-1.4	4.9	-3.1	-2.8
NadD inh	-19.9	-0.8	-4.4	-6.2	-1.2	16.1	-1.4	-1.6
Rpn11 block	i	i	i	i	i	i	i	i
Scp-1 inhibitor	-21.7	-4.1	-5.5	-5.5	-6.7	nt	-7.4	3.8
CSN deneddyl inh	6.5	1.1	-4.0	-1.3	-4.7	0.1	1.5	-0.8
TbMetRS inhib	-0.1	-0.3	-0.8	-0.1	-0.3	0.7	-0.9	-1.0
LMPTP block	0.9	0.5	-0.3	-0.2	-0.7	1.0	-2.2	-1.5
PABP1 MLLE inh	9.4	-7.4	-1.8	-9.8	5.5	0.0	-0.8	-2.1

One compound at a time, as listed above. Values in the order: DNMT1 block, SUMO1-SIM PPI, STEP block, NadD inh, Rpn11 block, Scp-1 inhibitor, CSN deneddyl inh, TbMetRS inhib, LMPTP block, PABP1 MLLE inh
Cc1c(N=C2SCC(=O)N2/N=C\c2ccc(Br)cc2)c(=O)n(-c2ccccc2)n1C is listed with -1.0, 0.2, 2.1, 2.9, i, -3.2, 0.7, 0.0, 0.0, -5.4
COc1cccc(C(=O)Nc2c3c(nn2-c2ccc(Cl)cc2)CS(=O)(=O)C3)c1OC is listed with 0.2, -0.4, 1.0, -2.1, i, -6.3, -1.4, 0.6, 0.8, 1.1
O=c1c2c3nc4ccccc4nc3n(/N=C/c3ccccn3)c2ncn1-c1ccccc1 is listed with 28.0, 10.5, 3.6, 1.1, i, 36.5, 27.9, -1.0, 3.9, -10.9
